High-throughput results (PubChem BioAssay)
SIAH1 antagonists: Siah-1 peptide-binding antagonists, primary screen, biochemical, fluorescence polarization, rhodamine-plectin, uHTS (AID 1817). Siah-1 / rhodamine-plectin peptide fluorescence polarization; higher % means a stronger effect. displacement, % at 20 µM; hits with a dose series show IC50 in µM. hit rate 0.02% among 290,000;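 active means displacement of at least 50% at 20 µM, with a fluorescence ratio check between 0.3 and a set limit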;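 further: plate controls were Siah plus tracer with DMSO for no effect and tracer alone without Siah for full effect; strong numbers were not always called active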
GPR55 beta-arrestin: GPR55 agonists via beta-arrestin recruitment, primary screen, imaging, U2OS cells, beta-arrestin-GFP redistribution (AID 1961) | hit rate 0.048% among 290,000 | one-dose activation, % at 10 µM; EC50 in µM for titrated hits | U2OS GPR55 beta-arrestin-GFP redistribution imaging; higher % means a stronger effect;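 active means activation above 40% with more than 50 cells counted in the well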;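 further: U2OS osteosarcoma cells stably expressing GPR55 and beta-arrestin-GFP; plate controls were DMSO negative control for no effect and LPI positive control for full effect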
GPR35 antagonists: GPR35 antagonists blocking zaprinast-driven arrestin recruitment, primary screen, imaging, U2OS, beta-arrestin-GFP, zaprinast agonist (AID 2058); hit rate 0.052% among 290,000; U2OS GPR35 beta-arrestin-GFP translocation imaging, zaprinast antagonism; higher % means a stronger effect; one-dose inhibition, % at 10 µM; IC50 in µM for titrated hits;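 active means inhibition of at least 50% with at least 30 cells and total cytoplasm GFP at most 10,000,000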
KOR beta-arrestin-1: KOR agonists, beta-arrestin recruitment, primary screen, cell-based, luminescence, uHTS (AID 1777); KOR beta-arrestin recruitment, luminescence; higher % means a stronger effect; one-dose activation, % at 10 µM; EC50 in µM for titrated hits; hit rate 0.02% among 280,000; in the data active means activation above about 50%, passing the limit was not always enough; further: a part of the inactive calls stands beside numbers as strong as those of hits
HIV peptide binding: inhibitors of HIV fusion peptide binding, primary screen, biochemical, uHTS, fluorescence dequenching (AID 1986) | inhibition, % at 20 µM, or IC50 in µM where a hit was titrated | cell-free peptide binding, fluorescence dequenching, 30 min; higher % means a stronger effect | hit rate 0.3% among 290,000; in the data active means inhibition mostly above about 52%, no sharp cut-off; inactive means mostly below about 76%; further: some results filed as inactive read as strong as hits
KOR beta-arrestin-2: kappa opioid receptor blockers – cell-based, luminescence, uHTS (AID 1778); inhibition, % at 10 µM, or IC50 in µM where a hit was titrated; KOR beta-arrestin recruitment, luminescence, antagonist mode; higher % means a stronger effect; hit rate 0.091% among 290,000; in the data active means inhibition above about 50%; further: strong numbers were not always called active
GPR55 LPI antagonism: GPR55 antagonists blocking LPI-driven arrestin recruitment, primary screen, imaging, U2OS, beta-arrestin-GFP, LPI agonist (AID 2013); U2OS GPR55 beta-arrestin-GFP translocation imaging, LPI antagonism; higher % means a stronger effect; inhibition, % at 10 µM, or IC50 in µM where a hit was titrated; hit rate 0.13% among 290,000;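 active means spots per cell inhibited over 60%, with over 100 cells counted and total cytoplasm intensity under 500,000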;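 further: U2OS cells stably carrying GPR55 and arrestin-GFP stimulated by 5 µM LPI near EC80; imaged beta-arrestin-GFP aggregate spots per cell after agonist stimulation; plate controls were LPI-stimulated DMSO wells for no effect and DMSO wells without LPI for full effect; some results filed as inactive read as strong as hits; confirmed hits need IC50 under 10 µM and bright autofluorescent wells are also inconclusive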
NOD1 NF-kB reporter: NOD1 signaling inhibitors, primary screen, cell-based, luminescence, uHTS (AID 1578) | NOD1-driven NF-kB luciferase reporter cells, luminescence; higher % means a stronger effect | one-dose inhibition, % at 4 µM; EC50 in µM for titrated hits | hit rate 1% among 290,000; in the data active means inhibition mostly above about 36%, no sharp cut-off; inactive means mostly below about 34%;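 further: HEK-293T reporter cells stimulated with the NOD1 agonist gamma-tri-DAP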
AID2073: inhibitors of Mint1-CaV2.2 protein interaction, biochemical, HTRF (AID 2073); HTRF protein-protein interaction, Mint1-CaV2.2; higher % means a stronger effect; inhibition, % at 20 µM, or IC50 in µM where a hit was titrated; hit rate 0.19% among 290,000; in the data active means inhibition mostly above about 51%, no sharp cut-off; further: some results filed as inactive read as strong as hits
Active calls of the source: *; . = not tested or not shown; [ ] = dose if it differs, or a comment. Some of the compounds tested; count on the stated rates, not on these rows.

SMILES	SIAH1 antagonists	GPR55 beta-arrestin	GPR35 antagonists	KOR beta-arrestin-1	HIV peptide binding	KOR beta-arrestin-2	GPR55 LPI antagonism	NOD1 NF-kB reporter	AID2073
Cc1cc(NS(=O)(=O)c2ccc(NS(=O)(=O)c3ccc(Br)cc3)cc2)no1	11%	-0.1%	-6%	1.2%	4.8%	-6%	3%	-38%	1%
CCOC(=O)C(NC(=O)CC(C)C)(Nc1sc(C)c(CC)c1C#N)C(F)(F)F (configuration not stated)	4%	0.7%	6%	-3.0%	3.3%	10%	-6%	-27%	0%
CCOc1ccc(C(=O)Nc2cc(C)ccn2)cc1	8%	0.1%	5%	0.5%	3.6%	-7%	7%	17%	-5%
COC(=O)c1nn(-c2ccccc2)c(Cl)c1/C=N/O	2%	0.5%	17%	-2.2%	-1.1%	-6%[20 µM]	2%	-22%	-7%
Cc1ccc(C(=O)Nc2cc(C(C)C)c(O)c(C(C)C)c2)cc1	0%	-0.3%	6%	4.5%	0.6%	-31%	-2%	-26%	-3%
Cc1cccc(N2CCN(CC(=O)NCc3ccc(Cl)cc3)CC2)c1C	-1%	-0.2%	6%	-0.1%	-0.4%	-15%	-2%	-37%	-2%
CC(CNC(=O)CCn1ccc2cc(S(=O)(=O)N3CCCC3)ccc21)c1ccccc1 (configuration not stated)	4%	0.2%	-7%	-4.2%	1.7%	-24%	1%	-10%	9%
CCc1ccc(S(=O)(=O)Nc2ccc(N3CCN(C)CC3)cc2)cc1	1%	-0.2%	16%	2.8%	-1.2%	-11%	3%	-3%	-15%
O=C(CCN1C(=O)c2ccccc2C1=O)NC(=S)Nc1cccc(Cl)c1	0%	0.5%	-3%	3.6%	2.4%	-4%	-15%	-2%	-9%
O=C(O)c1cccc2c1C(=O)c1ccccc1-2	13%	-0.2%	12%	2.0%	-0.1%	-11%	2%	-11%	0%
COCCN(C(=O)c1cccc(OC)c1)c1nnc(-c2ccncc2)s1	-1%	-0.2%	7%	-4.4%	-1.6%	24%	4%	-24%	5%
O=C(NC(=S)Nc1ccccc1Br)C1CCCC1	7%	-0.1%	0%	-1.9%	-1.0%	24%	21%	-54%	-10%
O=C(Nc1ccc(-n2cccn2)cc1)C1CCN(Cc2ccsc2)CC1	-4%	-0.2%	-9%	-0.7%	-0.2%	-10%	6%	-8%	-4%
CCOC(=O)c1c(C)n(C)c2ccc(OC)c(NC(=O)CN3CCC(C(=O)OCC)CC3)c12	-3%	-0.6%	-6%	1.7%	-1.1%	-7%	-7%	-10%	-15%
Cc1ccc(NC(=O)COC(=O)Cc2csc(-c3cccc(F)c3)n2)cc1C	5%	0.8%	-4%	16%	-0.3%	-48%	7%	-27%	6%
O=C(CN(C(=O)c1csnn1)c1ccc(Br)cc1)NC1CCCCC1	2%	-0.2%	-10%	-1.8%	-1.2%	7%	-9%	-21%	4%
CC(=O)Nc1ccc(NC(=O)c2ccc([N+](=O)[O-])cc2Cl)cc1	5%	-0.2%	6%	1.6%	-0.9%	-10%	-4%	-18%	13%
Cc1cc(C)n2nc(SCc3nnc(-c4ccccc4Br)o3)nc2n1	20%	0.2%	-15%	-10%	-3.4%	-3%	14%	-18%	12%
CCC(=O)N(Cc1cc2ccccc2[nH]c1=O)c1ccccc1OC	-1%	0.5%	-1%	-4.0%	1.7%	-9%[20 µM]	-10%	-23%	6%
O=C1c2cccnc2C(=O)N1C1CCCCC1	-1%	0.3%	10%	-1.1%	-0.2%	-9%	4%	13%	20%
CCOc1cc2c3c(c1)C(C)=CC(C)(C)N3C(=O)C2=O	0%	0.1%	9%	.	-2.6%	-248%[20 µM]	-5%	-36%	-11%
COc1ccccc1CNC(=O)N1CCN(S(=O)(=O)c2ccccc2)CC1	-8%	-0.1%	15%	-0.8%	-0.1%	-1%	-4%	-7%	-9%
CN(C1CCCCC1)S(=O)(=O)c1ccc2c(c1)c(=O)c(C(=O)NCCN1CCCC1)cn2C	-2%	-0.1%	9%	-2.9%	1.2%	6%	-10%	8%	9%
O=C(Nc1ccc2nc(-c3cccs3)[nH]c2c1)c1ccco1	16%	-0.1%	-8%	-3.9%	-0.1%	26%	4%	-45%	13%
Cc1cc(C(=O)OCC(=O)N2CC(=O)Nc3ccccc32)c(C)n1-c1ccccc1	0%	-0.1%	-9%	4.7%	0.0%	-26%	-14%	-6%	8%
Cc1cc2nnc(SCC(=O)N3CCN(c4ccccc4)CC3)n2c(N)n1	2%	-0.1%	4%	2.1%	2.0%	-15%	7%	36%	12%
Cc1[nH]n(-c2ccccc2)c(=O)c1C(=O)Nc1ccccc1	6%	-0.2%	-3%	-1.9%	1.2%	-6%	-2%	-35%	-4%
CCOc1ccc(NC(=O)c2ccc(NC(=O)COC(=O)Cc3ccc(OC)cc3)cc2)cc1	15%	-0.1%	-9%	-1.4%	6.3%	12%[20 µM]	3%	-35%	31%
CCCC1=C(C(=O)OCC)C(c2ccncc2)n2ncnc2N1 (configuration not stated)	1%	-0.1%	12%	1.1%	0.0%	-60%	20%	-1%	-2%
CCc1cc(C=NC2CCCCC2)c(O)s1	2%	0.3%	-4%	0.9%	-4.5%	0%	-7%	-34%	-22%
CCNS(=O)(=O)c1c(C)cc(C)c(N(C)S(=O)(=O)c2ccccc2)c1C	3%	-0.4%	-1%	-0.5%	-0.5%	1%	2%	-14%	-5%
CC(C)CCNCC(=O)NC(c1ccccc1)c1ccccc1	19%	-0.2%	-11%	0.0%	0.5%	2%	17%	-22%	-8%
COC(=O)CN1C(=O)[C@H]2[C@@H](c3ccc(C)o3)N3C(=O)CN(Cc4ccccc4)C(=O)[C@@]3(C)[C@H]2C1=O	-2%	1.0%	3%	-5.5%	-0.3%	-6%[20 µM]	-7%	-22%	13%
Cc1ccc(-n2cnc3c(sc4nc(N5CCOCC5)c5c(c43)CCCC5)c2=O)cc1	2%	-0.1%	-9%	0.2%	-0.8%	20%	-13%	-7%	19%
Cc1ccccc1CSCCNC(=O)CCSc1ccccc1	-3%	0.0%	8%	1.2%	-4.2%	-5%	36%	71%*	-8%
NC1=NC2(CCCCC2)N(c2ccc(F)cc2F)C(N)=N1	6%	-0.2%	0%	-2.9%	0.4%	6%[20 µM]	13%	-10%	3%
O=C(COC(=O)[C@@H]1CC(O)CN1S(=O)(=O)c1ccc([N+](=O)[O-])cc1)NC12CC3CC(CC(C3)C1)C2 (some centres not stated)	-3%	0.5%	13%	-8.2%	-1.1%	27%	17%	20%	-7%
c1ccc(CCc2cn(C[C@H]3CC[C@@H]([C@@H]4CC[C@H](Cn5cc(CCc6ccccc6)nn5)O4)O3)nn2)cc1	-2%	0.2%	-5%	-2.7%	0.7%	-8%[20 µM]	8%	-1%	-7%
CCN1C(=O)c2cccc3c(S(=O)(=O)NCCCN4CCOCC4)ccc1c23	3%	-0.1%	20%	16%	2.7%	-3%	3%	-30%	42%
O=c1[nH]c(C2CCN(S(=O)(=O)c3ccc4c(c3)OCCO4)CC2)nc2c1nnn2Cc1ccccc1F	-2%	0.0%	-21%	2.3%	0.4%	-5%	-24%	-5%	12%
Cc1ccc(C(=O)NNC(=O)C2CCN(C(=O)OC(C)(C)C)CC2)cc1	0%	1.1%	9%	-3.3%	-1.4%	12%	16%	14%	43%
CCCCCCCN1C=CC(=O)CC1	0%	-0.1%	0%	-1.2%	-0.6%	9%	-3%	2%	-3%
COC(=O)c1sc2cc(C(F)(F)F)cnc2c1-c1cccnc1	8%	0.7%	-2%	-6.1%	0.0%	42%	6%	-12%	4%
COc1cccc(C(=O)N(Cc2nc(-c3cccc(C)c3)no2)C(C)C)c1OC	-1%	0.9%	-7%	-0.3%	-2.0%	9%	6%	.	-2%
O=C(CSc1nc(C2CC2)nc2ccccc12)N1c2ccccc2Sc2ccccc21	9%	-0.3%	6%	-3.1%	2.2%	6%	-2%	-2%	7%
Cc1ccc(C(=O)ONC(=O)c2ccc(Cl)cc2)cc1[N+](=O)[O-]	2%	0.6%	-8%	-4.4%	0.1%	8%	-3%	-8%	7%
O=C(Nc1nc2nc(-c3ccccc3)cc(-c3ccccc3)n2n1)c1ccco1	2%	-0.3%	4%	2.5%	-4.2%	-15%	7%	-4%	15%
CN(C)CCCNC(=S)N(CCCO)Cc1cc2cc3c(cc2[nH]c1=O)OCO3	12%	-0.3%	-2%	1.2%	0.7%	-45%[20 µM]	-1%	-32%	2%
COc1ccc(NC(=O)CC2(CC(=O)O)CCCC2)cn1	-5%	-0.2%	5%	-1.6%	-0.6%	-20%	0%	-31%	4%
CC1(C)CC2CC(C)(CN2C(=O)COC(=O)c2cc(Cl)cc(Cl)c2N)C1 (configuration not stated)	-2%	-0.1%	3%	-7.5%	1.3%	14%	-16%	-12%	3%
Cc1ccccc1CSCCNC(=O)c1ccc(N(C)S(=O)(=O)c2ccccc2)cc1	2%	-0.1%	10%	8.9%	-0.1%	-6%	3µM*	1%	-1%
COCCCNC(=O)C1CCCN(S(C)(=O)=O)C1 (configuration not stated)	5%	0.1%	-5%	2.5%	-0.6%	-28%	-19%	-19%	-1%
CCn1c(CC(=O)Nc2ccccc2)n[nH]c1=S	-3%	-0.1%	-9%	1.2%	-1.9%	-6%	-3%	-8%	-8%
COc1ccc(/C=C/C(=O)NC2CCCCCC2)cc1S(=O)(=O)N1CCOCC1	4%	0.0%	-5%	3.5%	-0.1%	-13%	7%	-24%	2%
C=CCC1Cc2c(Br)cccc2C(CC=C)N1 (configuration not stated)	2%	1.5%	4%	-1.4%	0.7%	-12%	18%	-38%	-3%
CCCC(C)NC(=O)COC(=O)c1ccc2c(c1)C(=O)N(Cc1ccco1)C2=O (configuration not stated)	4%	-0.1%	-3%	1.7%	-2.0%	-47%	5%	-20%	2%
CC(C)(C)C1CCC(C(=O)NCC(c2cccs2)N2CCOCC2)CC1 (configuration not stated)	4%	0.3%	26%	-1.0%	-1.1%	17%	10%	-26%	6%
COc1ccc(-n2ccc(-c3nn(-c4cccc(C(F)(F)F)c4)ccc3=O)n2)cc1	6%	-0.1%	-9%	-2.3%	-1.7%	-76%	1%	-16%	1%
Cc1ccc2nc3c(nc2c1)-c1ccccc1C3=O	-2%	0.2%	-6%	1.9%	-2.5%	24%	-6%	-39%	6%
CCOC(=O)CSc1nc(-c2cccs2)nc2c1c(=O)n(C)c(=O)n2C	-3%	0.0%	0%	-2.1%	-0.4%	-9%[20 µM]	0%	0%	14%
CC(=O)Oc1c(Sc2ccccc2[N+](=O)[O-])c(C)nn1C(C)(C)C	-1%	-0.1%	-8%	-0.3%	2.8%	-5%	8%	-51%	-23%
